Compound activity deposited in PubChem by National Center for Advancing Translational Sciences (NCATS).
RXFP1 ag = activates the human relaxin receptor RXFP1; Q9HBX9; HEK293T-RXFP1 cAMP TR-FRET, 30 min; response scale: percent of porcine relaxin response, buffer zero; Potency, µM (titrated, usually from 57.5 µM), inactives show at the highest dose activation, most hits filed as activators; actives 0.3% (n = 370,000); AID 2676; also: potency is read from the fitted curve at half-maximal effect; % is scaled to controls: 0 for no effect and ±100 for the full control effect; nearly all actives have a fitted effect of over 60% in size; many of its hits are not listed in these tables
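Agonist response is measured as cAMP accumulation in an RXFP1-transfected HEK293T line under PDE4 inhibition. Values are scaled between buffer-only and 29 nM porcine relaxin, and EC50s come from standard Hill equation fits.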
TRHR enhancer = allosteric enhancers of human TRH receptor | P34981 | actives 0.66% (n = 360,000) | enhancement, % at 2 µM | TRHR cells, fluo-8 calcium fluorescence, EC20 TRH enhancement; in the data active = enhancement above about 30%; also: 0% is about no effect
Target sequence (P34981 whole entry, looked up): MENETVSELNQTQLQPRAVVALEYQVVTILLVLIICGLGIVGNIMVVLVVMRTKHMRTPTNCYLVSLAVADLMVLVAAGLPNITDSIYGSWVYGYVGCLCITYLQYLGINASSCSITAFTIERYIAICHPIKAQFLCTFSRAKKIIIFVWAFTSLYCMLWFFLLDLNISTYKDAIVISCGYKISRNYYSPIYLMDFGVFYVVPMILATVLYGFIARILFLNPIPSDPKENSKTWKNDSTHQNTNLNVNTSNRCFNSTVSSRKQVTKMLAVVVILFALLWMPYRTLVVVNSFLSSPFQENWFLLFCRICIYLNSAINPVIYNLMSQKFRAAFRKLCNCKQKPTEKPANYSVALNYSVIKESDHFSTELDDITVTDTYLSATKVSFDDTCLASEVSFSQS
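Enhancer read-out: after compound pinning and an initial kinetic agonist-mode read, an EC20 of TRH (10 nM final) was injected and fluo-8 calcium signal (Ex 480/Em 530) followed at 1 s/cycle for 100 cycles in TRHR-expressing cells.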
D1 antagonist = blocks dopamine activation of the human D1 receptor; P21728; HEK293 TREx D1 cells, calcium flux, dopamine EC80; hits give low values; activity change, negative = inhibition, % at 10 µM; actives 3.2% (n = 360,000); AID 504652; in the data active = activity change below about -30%; also: % is scaled to controls: 0 for no effect and ±100 for the full control effect
Target sequence (P21728 whole entry, looked up): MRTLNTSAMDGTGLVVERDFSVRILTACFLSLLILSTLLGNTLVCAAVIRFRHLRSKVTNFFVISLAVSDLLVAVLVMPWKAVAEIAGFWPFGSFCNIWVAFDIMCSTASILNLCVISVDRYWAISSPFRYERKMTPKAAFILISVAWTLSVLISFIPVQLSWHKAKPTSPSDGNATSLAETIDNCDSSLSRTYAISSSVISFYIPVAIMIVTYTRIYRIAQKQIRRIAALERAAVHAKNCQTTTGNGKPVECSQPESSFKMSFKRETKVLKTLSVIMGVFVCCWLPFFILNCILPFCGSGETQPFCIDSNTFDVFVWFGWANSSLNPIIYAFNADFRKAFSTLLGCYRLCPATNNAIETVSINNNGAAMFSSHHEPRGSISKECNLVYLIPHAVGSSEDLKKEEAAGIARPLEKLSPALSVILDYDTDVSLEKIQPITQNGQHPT
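Tetracycline-induced HEK293 T-REx cells with force-coupled D1 receptor were loaded with a no-wash calcium dye. Compound was added after a 10 s baseline and read kinetically for 180 s; EC80 dopamine was then added and calcium flux followed another 180 s.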
D1 ag = human D1 receptor agonism; P21728; HEK293 T-REx D1 cells, calcium flux, agonist mode; activation, % at 2 µM; actives 1% (n = 360,000); in the data active = activation above about 30%; also: 0% is about no effect
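Inducible HEK293 T-REx D1 cells, force-coupled to calcium signalling, were plated at 4000 cells/well with tetracycline and held overnight at 30 C. After no-wash calcium dye loading, compound-evoked calcium rise over 180 s flagged agonists.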
TRHR ag = TRH receptor (human) agonism; TRHR cells, calcium flux fluo-8, FDSS agonist mode; activation, % at 2 µM; actives 0.18% (n = 360,000); AID 493084; in the data active = activation above about 30%; also: 0% is about no effect
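Read-out: compound-evoked intracellular calcium rise in TRHR cells, fluo-8 dye, kinetic FDSS fluorescence at 1 s/cycle following a 10-cycle baseline. Cells cultured overnight before dye loading (30 min–1.5 h, RT).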
D2 PAM = positive allosteric modulators of human D2 dopamine receptor; P14416; HEK293 T-REx D2, calcium flux, EC20 dopamine potentiation; potentiation, % at 10 µM; actives 0.34% (n = 340,000); AID 485347;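 active = potentiation over 3 SD above the plate norm, cut at about 30% in these data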; also: 0% is about no effect
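Tetracycline-induced HEK293 T-REx cells force-coupled to calcium signalling expressed D2; compounds were pin-added after a 10 s baseline, read kinetically 180 s, then an EC20 dopamine challenge followed with a further 180 s calcium read.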
Apoferritin bind = binds horse apoferritin like a general anesthetic; apoferritin/1-aminoanthracene competitive binding, fluorescence; Potency, µM (highest dose often 77.5 µM), without a hit: top-dose activity change, negative = displacement, usual class: inhibitors; actives 0.074% (n = 350,000); also: potency is read from the fitted curve at half-maximal effect; % is scaled to controls: 0 for no effect and ±100 for the full control effect; nearly all actives have a fitted effect of over 20% in size
Target sequence (P02791 2-175 limits assumed): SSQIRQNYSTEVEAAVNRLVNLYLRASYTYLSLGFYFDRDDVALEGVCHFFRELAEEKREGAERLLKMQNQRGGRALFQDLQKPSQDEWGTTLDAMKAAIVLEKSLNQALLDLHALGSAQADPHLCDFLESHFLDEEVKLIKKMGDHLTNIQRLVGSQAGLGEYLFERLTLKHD
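Steps: apoferritin (10 uM) was premixed with half-saturated 1-AMA in PBS, compounds were pin-transferred, plates stood 10 min at room temperature, fluorescence was read at 380/535 nm, and curves were fitted with a Hill equation.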
D1 potentiator = potentiators of human D1 dopamine receptor; HEK293 TREx D1 cells, calcium flux, dopamine EC20 potentiation; P21728; potentiation, % at 10 µM; actives 0.036% (n = 360,000); AID 504651; in the data active = potentiation above about 30%; also: 0% is about no effect
RXFP1 antagonist = antagonists of human relaxin receptor RXFP1; Q9HBX9; HEK293-RXFP1, relaxin-stimulated cAMP HTRF, 30 min; hits give low values; activity change, negative = inhibition, % at 57.5 µM; actives 0.59% (n = 350,000); AID 1259400;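 active = activity change of -60% or lower, but not beyond a set lower limit; inconclusive = change between -60% and -40%, or beyond the set limit; inactive = change above -40%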; also: % is scaled to controls: 0 for no effect and ±100 for the full control effect
The depositor's hits bear a star; ? = inconclusive; · = no result given; & = joins results of further samples; [ ] = remark or other dose. Unless noted, calls follow the shape of the dose curve; as a rule, active = well fitted curve in the direction sought with a large enough effect; inconclusive = small, poorly fitted or top-dose-only effect, or another doubt; inactive = no such curve, though single readings can be large; an effect the other way counts as inactive or inconclusive. An excerpt; count on the stated rates, not on these rows.

SMILES	RXFP1 ag	TRHR enhancer	D1 antagonist	D1 ag	TRHR ag	D2 PAM	Apoferritin bind	D1 potentiator	RXFP1 antagonist
CC1CCCCC12NC(=O)N(CC(=O)NCCc1ccc(F)cc1)C2=O (stereo not given)	-0.6%	4.0	-0.4	0.3	0.2	20.1	·	1.9	-1.6
Cc1nc2ncnn2c(C)c1CCC(=O)N1CCN(Cc2ccccc2)CC1	-0.8%	2.5	-1.1	1.1	0.2	0.4	-12.3%	-6.3	0.9
CC1=C(C(=O)OC2CCCCCC2)C(c2c(Cl)cccc2Cl)CC(=O)N1 (stereo not given)	2.0%	-6.9	-1.8	4.4	2.9	0.1	-6.2%	3.5	·
COC(=O)C1=C(C)NC(=S)NC1c1ccc(-c2cc(Cl)ccc2Cl)o1 (stereo not given)	-2.2%	-2.6	-8.1	6.0	0.8	1.0	-11.5%	4.5	-35.8
O=C(Nc1ccc(-c2n[nH]c(=S)o2)cc1)c1ccccc1Br	-0.9%	1.4	6.3	3.1	0.0	8.1	-9.2%	-3.2	-3.2
CC(Nc1nc2ccccc2n2cnnc12)c1ccccc1 (stereo not given)	6.2%	2.1	1.0	2.3	0.3	4.7	-10.4%	3.9	-0.2
Cc1ccnc2ccc(P(=O)(c3ccccc3)c3ccccc3)cc12	8.2%	18.4	18.0	1.2	-1.8	1.1	-11.5%	-4.3	·
COc1cc(/C=C2/S/C(=N/S(=O)(=O)Cc3ccccc3)NC2=O)c([N+](=O)[O-])cc1OC	1.0%	-5.6	10.4	1.4	0.6	-3.6	-7.4%	0.1	-9.3
O=C(Cn1cnc2c(cnn2-c2ccccc2)c1=O)N1CCCc2ccccc21	0.3%	-3.8	17.9	0.6	-0.4	·	?	2.0	-23.5
Cc1cc(NCc2cccnc2)no1	0.0%	-0.8	1.1	0.0	0.5	1.6	10.6%	2.5	-11.2
CCOCCn1c(CN2CCCC(C)C2)nc2c1c(=O)n(C)c(=O)n2C (stereo not given)	0.0%	-9.4	5.0	1.2	0.1	5.0	0.5%	-1.6	-2.6
Cc1nnc2n(c1=O)C(CS(=O)(=O)c1ccccc1)CS2 (stereo not given)	1.8%	-7.5	0.1	1.2	-0.1	0.9	-5.2%	-8.7	-2.2
Cc1cccc(NC(=O)CSc2nnc(-c3ccco3)c(-c3ccco3)n2)c1	10.4%	26.5	5.2	0.8	0.5	-1.7	-18.0%	-2.2	?
O=C(O)CCCCCN1C(=O)/C(=C\c2ccncc2)SC1=S	-0.3%	5.3	-1.0	3.5	0.2	-4.0	-11.0%	1.0	-5.0
Cn1c(SCC(=O)Nc2ccccc2F)nnc1-c1ccc(S(=O)(=O)N2CCOCC2)cc1	1.3%	15.5	-12.7	-0.4	0.1	-0.6	?	-1.0	5.0
O=c1c2c3c(sc2nc(NCCO)n1CCc1ccccc1)CCCCC3	0.6%	-2.5	0.5	1.6	0.2	7.8	-4.0%	-4.3	-5.9
O=c1[nH]n(-c2ncnc3c2cnn3-c2ccccc2)c(=O)c2ccccc12	0.8%	6.6	0.4	2.7	-0.4	-3.2	-16.9%	1.1	0.2
CC12CN3CCN(CC(C3)C1(O)CN1CCCCC1)C2 (stereo not given)	-0.8%	21.2	-0.5	5.1	-0.3	-9.8	-12.3%	-5.7	-4.9
COC(=O)c1cc(C)nc2c1c(=O)nc(SCc1cccc(C(F)(F)F)c1)n2C1CC1	0.9%	-1.3	-3.6	3.1	-0.6	·	54.0%[activator]	1.0	-4.2
COc1ccc(CC(=O)OCC(=O)Nc2cccc(Cl)c2)cc1	2.4%	2.9	15.6	3.1	-0.2	5.2	-16.0%	-3.2	-16.8
C=C(C)CN1C(=O)C(=O)N(CC(=C)C)C1=O	1.9%	8.5	5.8	1.4	0.8	-12.4	-11.5%	-2.1	4.3
Cc1cc(C)nc(SCc2n[nH]c(=S)n2C)n1	3.6%	3.4	-9.1	-1.5	-0.1	-7.5	-0.3%	-1.4	1.2
CC(NC(=O)[C@@H](NC(=O)[C@@H]1Cc2ccccc2CN1)C(C)C)c1ccccc1 (stereo not given in full)	6.8%	-0.3	-0.1	11.6	0.1	-2.7	-6.3%	-0.5	-3.7
COC(CNC(=O)c1ccc2c(=O)n(Cc3ccc4c(c3)OCO4)c(=S)[nH]c2c1)OC	4.9%	1.1	5.5	1.2	-0.1	5.0	3.8%	-3.3	-13.2
CN(C)[C@H]1N(C(=O)c2ccc(Br)cc2)N=C2c3ccccc3S(=O)(=O)N21	1.1%	0.1	0.6	3.6	-0.1	-1.7	0.6%	-2.9	-3.4
CC1CC(=O)Nc2ccccc2N1S(=O)(=O)c1cccc(Cl)c1 (stereo not given)	-1.4%	18.2	-11.3	-0.9	1.0	0.2	-3.2%	-4.7	-6.1
CCC(=O)N1CCc2cc(-c3csc(NC(=O)c4ccco4)n3)ccc21	26.3%	11.2	-2.4	0.4	-0.6	-1.6	-12.2%	-2.8	-7.6
CCOc1ccccc1Oc1coc2cc(O)ccc2c1=O	3.2%	-5.0	4.5	1.1	-0.5	-0.5	99.2%[activator]	-2.0	2.5
Nc1cc(=O)n(Cc2ccccc2)c(=O)n1-c1ccc(F)cc1	3.6%	2.4	2.4	1.8	0.4	-0.1	-9.5%	1.4	2.7
CCOC(=O)c1c(S(=O)(=O)N2CCN(c3ccc(F)cc3)CC2)c(C)n(C)c1C	-0.3%	-7.5	3.0	0.4	-0.2	-6.3	4.6%	2.8	-5.6
CCCNc1ccc(S(=O)(=O)N(CC)CC)cn1	1.0%	-2.5	-5.2	1.7	-0.2	-3.6	-11.3%	0.6	1.2
CCOc1ccc(CNC(=O)CCC(=O)N2CC(C)Sc3ccccc32)cc1 (stereo not given)	1.0%	-10.6	0.9	-0.2	-0.1	-2.5	-15.1%	-1.2	-3.8
O=C(OCCCOC(=O)c1ccccc1O)c1ccccc1O	1.6%	-1.9	-9.6	17.5	1.0	2.6	0.9%	-5.3	·
CN1CCC(=NNC(=O)CN(c2ccc(Oc3ccccc3)cc2)S(C)(=O)=O)CC1	4.3%	4.5	-0.6	1.1	-1.2	15.6	-9.6%	-14.5	4.9
Cc1cccnc1NC(=O)C1CC(=O)N(c2ccc3c(c2)OCCO3)C1 (stereo not given)	-0.1%	2.1	-4.4	0.0	0.1	-0.9	·	0.0	-8.6
Cc1nn(-c2ccccc2)c2nc3c(cc12)C(=O)CCC3	0.1%	-4.4	-0.3	0.9	-0.3	15.2	-5.6%	-0.8	5.5
CC(C)c1ccc(NC(=O)CC2NCCNC2=O)cc1 (stereo not given)	1.3%	-6.0	-5.7	0.0	0.7	-8.3	3.6%	-0.7	·
Cc1cc(C)cc(N2C(=O)N(Cc3cc(=O)n4ccccc4n3)c3ccccc3S2(=O)=O)c1	2.5%	-7.0	-17.4	2.4	-0.1	19.3	3.9%	-0.8	7.7
Cc1nn(CCOc2ccc(Br)cc2)c(C)c1[N+](=O)[O-]	3.6%	-6.5	-4.1	0.8	-0.2	-2.7	-7.8%	-6.5	-0.7
CCc1c(C)nc(SCC(=O)NNC(=O)Cc2ccc(OC)cc2)[nH]c1=O	6.5%	-4.1	-10.6	2.7	-0.3	-2.8	-7.2%	-10.3	-6.6
COCCNc1ncnc2c1cnn2-c1cc(Cl)ccc1C	1.9%	-5.4	-8.7	-4.0	-0.5	-14.6	-7.7%	-2.0	-3.9
COc1ccc(/C=C/C(=O)NC(=S)NNC(=O)c2c(-c3ccccc3)noc2C)cc1	0.9%	7.4	6.0	3.3	0.7	5.4	-5.2%	-10.0	-18.6
Cc1ccc(-n2c(-c3ccco3)nc3c(cnn3-c3ccccc3C)c2=O)cc1	0.0%&0.9%	-8.3&2.0	-14.0&-2.4	-1.2&2.6	-0.8&0.4	8.7&5.8	-16.7%&-15.5%	-0.9&1.6	·
COc1cccc(C(=O)NCCNC(=O)c2ccc(C)nc2)c1	2.3%	-1.8	6.3	1.3	0.2	-6.1	-12.3%	-1.2	-13.2
CC(C)Cc1ccc(CN2CCCC(NC(=O)c3nn(C)c(=O)c4ccccc34)C2)cc1 (stereo not given)	5.2%	3.8	-11.2	3.9	0.0	2.6	-17.4%	0.6	-0.1
O=C1CNC(=S)N1Cc1ccc(F)cc1	0.8%	3.4	-9.3	5.7	-0.8	-7.0	1.2%	0.4	10.5
CC(NC(=O)Cn1ncc(Cl)c(Cl)c1=O)C12CC3CC(CC(C3)C1)C2 (stereo not given)	0.1%	4.9	-2.8	-1.0	0.7	3.1	?	-8.2	-100.2*
CCCc1ccc(OCc2ccccc2)c2c(=O)cc(C(=O)OCC)oc12	0.9%	-1.1	6.5	2.2	0.6	2.5	-8.4%	-3.4	3.7

Full records from above.
Listed for CCCc1ccc(OCc2ccccc2)c2c(=O)cc(C(=O)OCC)oc12 → RXFP1 ag = 0.9%; TRHR enhancer = -1.1; D1 antagonist = 6.5; D1 ag = 2.2; TRHR ag = 0.6; D2 PAM = 2.5; Apoferritin bind = -8.4%; D1 potentiator = -3.4; RXFP1 antagonist = 3.7
Listed for CC(C)Cc1ccc(CN2CCCC(NC(=O)c3nn(C)c(=O)c4ccccc34)C2)cc1 (stereo not given) → RXFP1 ag = 5.2%; TRHR enhancer = 3.8; D1 antagonist = -11.2; D1 ag = 3.9; TRHR ag = 0.0; D2 PAM = 2.6; Apoferritin bind = -17.4%; D1 potentiator = 0.6; RXFP1 antagonist = -0.1

Next section.
SMILES	RXFP1 ag	TRHR enhancer	D1 antagonist	D1 ag	TRHR ag	D2 PAM	Apoferritin bind	D1 potentiator	RXFP1 antagonist
CCNS(=O)(=O)c1cc(S(C)(=O)=O)ccc1Cl	1.9%	-2.4	-12.6	0.0	0.0	3.7	-5.2%	-0.5	4.4
O=C(NCC1CCCO1)c1ccc2c(c1)N(Cc1ccccc1)C(=O)CS2=O (stereo not given)	1.3%	2.4	24.3	2.6	-0.1	-5.5	-6.3%	-2.1	·
COc1cccc(CNC(=O)CCn2ccc3cc(S(=O)(=O)N4CCCC4)ccc32)c1	2.4%&0.0%	-7.5&-3.2	38.0&3.1	0.8&0.3	-0.3&-0.5	-5.5&3.4	-17.2%&-1.8%	1.2&-2.1	-9.2&-16.4
CCCN(CC(=O)Nc1ccccc1C)C(=O)CSc1ccccc1C	0.1%	0.4	-1.6	1.9	0.8	6.8	·	-2.9	8.1
O=C(Nc1ccc(OCc2cc(=O)n3ccsc3n2)cc1)c1ccc(F)cc1	11.9%	0.4	-0.8	1.4	0.7	0.6	7.5%	-1.0	·
Cc1ccc(CCNC(=O)C2CCC(=O)N2C(C)C)cc1 (stereo not given)	0.8%	-0.3	-1.2	1.1	0.4	-1.6	2.1%	10.2	5.5
